Screening results deposited in PubChem by National Center for Advancing Translational Sciences (NCATS).
TbPYK inhibitor – inhibitors of Trypanosoma brucei pyruvate kinase | TbPYK enzyme, Kinase-Glo Plus ATP luminescence, 45 min | Potency, µM (highest dose often 76.8 µM), without a hit: at the highest dose activity, negative = inhibition, most hits filed as inhibitors | 410,000 compounds, 0.12% hits | Q57TT1; further: potency means the concentration at half of the fitted maximal effect; on the % scale 0 is the no-effect control and ±100 the full control effect; nearly all actives have a fitted effect of over 50% in size
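Luminescent Kinase-Glo Plus end-point after 45 min room-temperature reaction of T. brucei pyruvate kinase started with 130 uM ADP (final). Buffer TEA 50 mM pH 7.2 with KCl, MgCl2, BSA, Tween-20; titration-based qHTS with fitted concentration-effect curves.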
HCV inhibitor – inhibitors of hepatitis C virus infection | Huh7.5.1 HCVcc-Cre infection, luciferase reporter, 44 h | Potency, µM (series often up to 41.8 µM), for the others: top-dose activity change, negative = inhibition, most hits filed as inhibitors | 340,000 compounds, 3.4% hits | AID 651820; further: potency means the concentration at half of the fitted maximal effect; on the % scale 0 is the no-effect control and ±100 the full control effect
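Luciferase read-out (15 sec integration) after a 15 min room-temperature substrate step quantifies HCVcc-Cre infection. Cells, 1,000 per well, had compound added 4 h post-plating, then virus at ~0.5 moi, and were cultured 44 h.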
Shiga toxin inh – blocks Shiga toxin action in Vero cells; inhibition, % at 38.7 µM; 290,000 compounds, 9.2% hits; AID 2315; Vero cells, Shiga toxin protein synthesis inhibition reporter; in the data active means inhibition mostly above about 28%, no sharp cut-off; inactive means mostly below about 43%; further: 0% is about no effect
Cycloheximide cs – counter-screen hit for Shiga toxin inhibitors, cycloheximide; cell reporter, cycloheximide protein synthesis inhibition counterscreen; max response, %; 300,000 compounds, 12% hits; AID 2314; in the data active means max response mostly above about 13%, no sharp cut-off; inactive means mostly below about 14%; further: read at 38.3 µM for the half of the compounds with a filed dose; 0% is about no effect
Pf growth 96h – inhibits malaria parasite growth, 96 h | P. falciparum luciferase reporter growth, 96 h | Potency, µM (titrated, usually from 28.7 µM), without a hit: top-dose activity change, negative = inhibition, usual class: inhibitors | 320,000 compounds, 6.9% hits; further: potency means the concentration at half of the fitted maximal effect; on the % scale 0 is the no-effect control and ±100 the full control effect
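Cell-based qHTS: luciferase-tagged P. falciparum in erythrocytes (2% hematocrit, 0.05% parasitemia final) incubated with compounds for 96 hours, 37 C, 5% CO2; luciferase detection reagent then added and luminescence measured.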
LmPK inhibitor – LmPK (Leishmania mexicana) enzyme inhibition; purified LmPK, Kinase-Glo ATP luminescence, 1 h; Potency, µM (series often up to 57.5 µM), without a hit: top-dose activity change, negative = inhibition, usual class: inhibitors; 290,000 compounds, 0.37% hits; AID 1721; further: potency means the concentration at half of the fitted maximal effect; on the % scale 0 is the no-effect control and ±100 the full control effect
Target sequence (Q27686 whole entry, looked up): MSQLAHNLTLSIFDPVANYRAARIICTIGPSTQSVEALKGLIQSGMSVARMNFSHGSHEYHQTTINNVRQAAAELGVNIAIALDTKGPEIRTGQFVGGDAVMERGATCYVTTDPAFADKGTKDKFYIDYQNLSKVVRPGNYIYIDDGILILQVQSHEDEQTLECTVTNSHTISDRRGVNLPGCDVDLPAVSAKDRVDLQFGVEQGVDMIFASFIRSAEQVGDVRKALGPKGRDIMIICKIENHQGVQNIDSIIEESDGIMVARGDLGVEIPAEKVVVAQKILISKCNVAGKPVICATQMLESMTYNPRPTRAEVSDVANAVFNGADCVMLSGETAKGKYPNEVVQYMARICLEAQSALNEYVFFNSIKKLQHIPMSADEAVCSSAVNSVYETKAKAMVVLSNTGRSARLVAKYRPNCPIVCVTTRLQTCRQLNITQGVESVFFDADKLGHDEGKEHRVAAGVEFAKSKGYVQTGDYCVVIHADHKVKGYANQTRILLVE
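Pyruvate kinase activity monitored as ATP production (luciferase luminescence). Conditions: 0.1 nM enzyme, 0.5 mM PEP, 0.1 mM ADP, 1 h, RT; normalized against uninhibited and no-enzyme wells.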
Pf growth 48h – P. falciparum growth inhibition at 48 hours (one generation); P. falciparum luciferase growth in erythrocytes, 48 h; Potency, µM (doses to about 28.7 µM), for the others: at the top dose activity change, negative = inhibition, actives largely listed as inhibitors; 310,000 compounds, 5.9% hits; AID 504832; further: potency means the concentration at half of the fitted maximal effect; on the % scale 0 is the no-effect control and ±100 the full control effect
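Parasite viability was followed by luminescence of a genomically integrated firefly luciferase. Cultures held 0.1% parasitemia at 2% hematocrit (final), incubated under 5% CO2 at 37 C.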
The depositor's hits bear a star; ? = inconclusive; . = not tested or not shown; [ ] = another dose, or the depositor's remark. Unless noted, the call rests on the fitted dose curve; in most records, active means well fitted curve in the direction sought with a large enough effect; inconclusive means small, poorly fitted or top-dose-only effect, or another doubt; inactive means no such curve, though single readings can be large; an effect the other way counts as inactive or inconclusive.

No. | SMILES | Pf growth 96h | TbPYK inhibitor | Shiga toxin inh | LmPK inhibitor | Pf growth 48h | HCV inhibitor | Cycloheximide cs
1 | CCN(CC)c1ccc(C=Nc2ccccc2C)c(O)c1 | -6% | 0% | 15 | 1% | -7% | -16% | 1
2 | CCOc1ccc(NC(=O)C2CC(=O)N(CCc3ccccc3)C2)cc1OC (configuration not stated) | -6% | -1% | . | . | -19% | 13% | .
3 | COc1ccc(-c2cc(-c3cc(C)ccc3O)[nH]n2)cc1 | ? | -5% | 80* | -2% | ? | 3.5µM* | 49*
4 | Cc1cc(C(=O)CSc2nnc(Nc3ccccc3F)s2)c(C)n1CC1CCCO1 (configuration not stated) | 0% | -6% | -3 | 13% | . | 6.3µM* | 11
5 | COc1ccc(-c2ccc(OC)c([C@H]3[C@H]4C=CC[C@@H](C)[C@@H]4C(=O)N3Cc3ccccc3)c2)cc1OC | ? | 2% | -7 | 2% | ? | -5%[8.37 µM] | 11
6 | CCOC(=O)c1c(C)c(C(=O)NCCc2ccccc2)c(C)n1C | -2% | 0% | 104* | 2% | 178%[activator] | -12% | 40*
7 | Cc1cccc(NC(=S)NCC(c2cccnc2)N(C)C)c1C (configuration not stated) | 54%[activator] | -11% | 9 | -3% | 22% | 21% | 8
8 | Cc1nc2cc3ccccc3cc2n1C | -84% | -7% | 48* | -6% | -3% | ? | 19*
9 | CC(OC(=O)CN(C)S(=O)(=O)c1ccc(Cl)cc1)C(=O)Nc1cccc(Cl)c1 (configuration not stated) | 11% | -11% | -6 | -7% | . | 5% | -1
10 | CCC(CO)NCc1ccc(Br)cc1 (configuration not stated) | -1% | 10% | -6 | 2% | 9% | -4% | 2

Nos. 1–10 from above:
No. | SMILES | Pf growth 96h | TbPYK inhibitor | Shiga toxin inh | LmPK inhibitor | Pf growth 48h | HCV inhibitor | Cycloheximide cs
1 | CCN(CC)c1ccc(C=Nc2ccccc2C)c(O)c1 | -6% | 0% | 15 | 1% | -7% | -16% | 1
2 | CCOc1ccc(NC(=O)C2CC(=O)N(CCc3ccccc3)C2)cc1OC (configuration not stated) | -6% | -1% | . | . | -19% | 13% | .
3 | COc1ccc(-c2cc(-c3cc(C)ccc3O)[nH]n2)cc1 | ? | -5% | 80* | -2% | ? | 3.5µM* | 49*
4 | Cc1cc(C(=O)CSc2nnc(Nc3ccccc3F)s2)c(C)n1CC1CCCO1 (configuration not stated) | 0% | -6% | -3 | 13% | . | 6.3µM* | 11
5 | COc1ccc(-c2ccc(OC)c([C@H]3[C@H]4C=CC[C@@H](C)[C@@H]4C(=O)N3Cc3ccccc3)c2)cc1OC | ? | 2% | -7 | 2% | ? | -5%[8.37 µM] | 11
6 | CCOC(=O)c1c(C)c(C(=O)NCCc2ccccc2)c(C)n1C | -2% | 0% | 104* | 2% | 178%[activator] | -12% | 40*
7 | Cc1cccc(NC(=S)NCC(c2cccnc2)N(C)C)c1C (configuration not stated) | 54%[activator] | -11% | 9 | -3% | 22% | 21% | 8
8 | Cc1nc2cc3ccccc3cc2n1C | -84% | -7% | 48* | -6% | -3% | ? | 19*
9 | CC(OC(=O)CN(C)S(=O)(=O)c1ccc(Cl)cc1)C(=O)Nc1cccc(Cl)c1 (configuration not stated) | 11% | -11% | -6 | -7% | . | 5% | -1
10 | CCC(CO)NCc1ccc(Br)cc1 (configuration not stated) | -1% | 10% | -6 | 2% | 9% | -4% | 2

The list continues.
No. | SMILES | Pf growth 96h | TbPYK inhibitor | Shiga toxin inh | LmPK inhibitor | Pf growth 48h | HCV inhibitor | Cycloheximide cs
11 | Cc1ccc(N2CCN(CCc3nc4cc(NC(=O)c5ccco5)ccc4n3C)CC2)cc1 | . | 1% | 23 | 0% | ? | ? | 5
12 | COC(c1ccccc1)c1nnc(CCC(=O)N2CCN(Cc3cccs3)CC2)o1 (configuration not stated) | 14% | 1% | 25 | 14% | ? | 3% | 2
13 | CC(=O)Nc1ccc(NC(=O)Cn2ccc([N+](=O)[O-])n2)cc1 | 8% | -3% | -6 | -1% | 4% | 32%[activator] | -3
14 | Cc1cc(C)c(C#N)c(Nc2ccccc2F)n1 | ? | -4% | -12 | -1% | -2% | -6% | 1
15 | CCOC(=O)C1(CCOc2ccccc2)CCN(Cc2ccc(O)c(OCC)c2)CC1 | -24% | 4% | -47 | 11% | 15µM* | ? | -4
16 | O=C(Cn1nc(CNc2ccc(Br)cc2)[n+]2c1CCCCC2)c1ccc([N+](=O)[O-])cc1 | ? | -6% | 1 | 3% | 2.1µM* | -6% | 7
17 | O=C(CN1C(=O)CCC1=O)Nc1nc(-c2ccc(Cl)s2)cs1 | 9% | 6% | 28 | 1% | 35%[activator] | 2%[0.335 µM] | 7
18 | COc1ccc(C(=O)NCC(=O)OCC(=O)NCc2cccs2)cc1 | 10% | 0% | -3 | 2% | 24% | 13% | -9
19 | CN(C)c1ccc(NC(=S)NC23CC4CC(CC(C4)C2)C3)cc1 | 0.59µM* | 0% | 52* | 6% | 5.2µM* | 4µM* | 44*
20 | O=C1COc2ccc(S(=O)(=O)NCc3ccccc3)cc2N1 | 4% | 3% | -4 | -2% | 13% | 3% | -1
21 | CCC1(CC)NC(=O)N(CC(=O)OCc2nc3cc(C(=O)OC)ccc3c(=O)[nH]2)C1=O | 0% | -4% | . | . | ? | -3% | .
22 | COc1ccc2c(c1OC)C(=O)O[C@@H]2[C@H]1c2c(cc3c(c2OC)OCO3)CCN1C | ? | -2% | -5 | 5% | ? | 1%[8.37 µM] | -2
23 | Cc1cccc(SCC(=O)Nc2ccc3c(c2)OCCO3)c1 | 95%[activator] | 0% | 102* | -7% | 8% | -13% | 39*
24 | NC(=O)CC(NC(=O)Cc1cccc2ccccc12)c1ccc(N2CCC(N3CCCC3)CC2)c([N+](=O)[O-])c1 (configuration not stated) | 57%[activator] | 2% | -2 | -4% | 32%[activator] | 0% | -1
25 | Cc1ccc(Cn2c(N3CCCCCC3)nc3c2c(=O)[nH]c(=O)n3C)cc1 | . | 1% | -11 | 0% | 4.1µM* | -21% | 1
26 | COc1ccc(C(C)(C)C)cc1NC(=O)CCNC(=O)c1ccco1 | ? | -3% | -5 | 6% | ? | -5% | -3
27 | Cc1cc(Cl)ccc1NNC(=O)c1cccs1 | 22% | 4% | 17 | 5% | -2% | ? | 2
28 | Cc1nc2ccc3nc(NC(=O)c4ccc5c(c4)OCCO5)sc3c2s1 | . | -3% | -13 | -3% | 78%[activator] | ? | 12*
29 | CC1CCCCC1NC(=O)/C(C#N)=C/c1ccc2c(c1)OCCO2 (configuration not stated) | ? | 0% | 39* | 5% | ? | -19% | 14
30 | [O-]/C(=C(\C(=S)Nc1cccc2ccccc12)[n+]1ccccc1)c1ccc(Cl)s1 | ? | 0% | 11 | -1% | ? | 3% | 0
31 | CC(C)Oc1ccc(N2CC(C(=O)Nc3ccccc3C(=O)NC3CC3)CC2=O)cc1 (configuration not stated) | 38%[activator] | 6% | . | . | ? | ? | .
32 | O=C(COc1ccccc1C(=O)NCc1ccncc1)Nc1ccc(Br)cc1 | ? | -7% | 18 | -2% | ? | -15% | 8
33 | COC(=O)C1=C(c2ccc(OC)c(OC)c2)C[C@@H]2CC[C@H]1N2C(=O)NCCOc1ccccc1 | ? | 4% | . | . | -16% | -14% | .
34 | CCOC(=O)C1(CCCc2ccccc2)CCN(C(=O)CCOC)CC1 | 3% | -3% | 31 | -3% | -3% | -3% | 1
35 | COc1ccc(NC(=O)c2ccccc2N(Cc2ccccc2)S(C)(=O)=O)cc1OC | ? | 1% | -10 | -5% | 7% | -4% | -1
36 | CC(C)(C)n1nnnc1C(c1cccs1)N1CCN(Cc2ccc3c(c2)OCO3)CC1 (configuration not stated) | 10% | -7% | -14 | 2% | ? | -9% | -2
37 | Cc1ccc(S(=O)(=O)N2CC(=O)Nc3ccccc32)c(C)c1NS(C)(=O)=O | 7% | -5% | -17 | -1% | -6% | 17% | -6
38 | CC(=O)Oc1ccccc1C(=O)NC(C)CCc1ccccc1 (configuration not stated) | ? | 3% | 14 | -2% | 15µM* | ? | 12
39 | CCOc1cccc(CNCc2cccnc2)c1OCc1ccccc1 | ? | 7% | 22 | 2% | ? | 12% | -2
40 | O=C1CCCC(O)=C1N=Nc1ccc(Cl)c(Cl)c1 | 19% | -1% | 15 | -8% | 16% | -3% | 23*
41 | O=C(CC1C(=O)NCCN1Cc1cccc(F)c1)NCCCCCN1CCOCC1 (configuration not stated) | -25% | 1% | -2 | -3% | 50%[activator] | 38%[activator] | -2
42 | Cc1cc2occ(CC(=O)N(C)CC(=O)Nc3ccccc3C(F)(F)F)c2cc1C | -13% | 0% | . | . | -22% | 5% | .
43 | Cc1onc(-c2c(F)cccc2Cl)c1C(=O)NCc1cccs1 | 8% | 11% | 15 | -5% | 10% | 9% | -2
44 | CCN(CC(=O)NCc1cccs1)c1ccc(S(=O)(=O)N2CCN(C)CC2)cn1 | 1% | 3% | 5 | 3% | -4% | 14% | -2
45 | O=C(C1CCCO1)N1CCN(C(=S)Nc2ccccc2F)CC1 (configuration not stated) | 13% | -11% | 13 | 5% | 2% | 1% | -2
46 | COc1ccc(C(=O)NC(C)c2nnc(SCC(=O)NC3CCCC3)n2C)cc1 (configuration not stated) | 10% | -3% | 6 | 4% | 2% | 5% | -6
47 | COc1cccc(CCNC(=O)C2CCC(=O)N(C3CC3)C2)c1OC (configuration not stated) | 6% | -1% | -1 | -8% | 25% | 0% | -3
48 | Cn1nccc1C(=O)Nc1sc2c(c1C(N)=O)CCCC2 | 2% | 0% | 58* | -2% | 31%[activator] | -21% | 31*
49 | COc1ccc(N=C2SCC(=O)N2CCc2ccc(OC)c(OC)c2)cc1 | ? | 1% | -9 | 4% | ? | ? | -4
50 | CCCCS(=O)(=O)N1CCCC(C(=O)N2CCOCC2)C1 (configuration not stated) | 59%[activator] | 2% | -4 | -4% | 8% | 11% | 1
51 | CC(C)Nc1nc(NC(C)C)nc(NS(=O)(=O)c2ccc(N)cc2)n1 | -3% | . | 6 | 2% | -5% | 15% | -1
52 | COc1ccccc1N1CCN(/N=C/c2ccc(OC)c(OC)c2OC)CC1 | 29% | -5% | 25 | -1% | 9% | -2% | 16
53 | Cc1cc(Br)cc(Cl)c1OCC(=O)NC(=O)NCc1ccccc1 | 36%[activator] | 0% | -8 | 3% | -1% | -13% | -4
54 | O=C(O)c1ccccc1N/C=C\[N+](=O)[O-] | ? | -19% | 29 | -1% | 9% | 8% | -5
55 | CN(C)c1ccnc(SCc2ccccc2Cl)c1C#N | ? | -7% | 37 | 1% | 24% | . | 3
56 | O=C(NC(=S)NCc1ccc2c(c1)OCO2)c1ccccc1 | 71%[activator] | -3% | -3 | -1% | 6% | 1% | -2

Looked up by compound from the list above, two records:
No. | SMILES | Pf growth 96h | TbPYK inhibitor | Shiga toxin inh | LmPK inhibitor | Pf growth 48h | HCV inhibitor | Cycloheximide cs
44 | CCN(CC(=O)NCc1cccs1)c1ccc(S(=O)(=O)N2CCN(C)CC2)cn1 | 1% | 3% | 5 | 3% | -4% | 14% | -2
54 | O=C(O)c1ccccc1N/C=C\[N+](=O)[O-] | ? | -19% | 29 | -1% | 9% | 8% | -5
